# MC4R antag cAMP – human MC4R antagonism in cAMP assay; AID 540295; MC4R-expressing cells, MTII-stimulated cAMP, LANCE TR-FRET; inhibition, % at 6.5 µM; actives 0.48% (n = 360,000);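 active = inhibition above its plate's cutoff, the mean of tested wells on that plate plus 3 SD, cut at about 29% in these data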;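 also: 0% = Melanotan II alone and 100% = Melanotan II plus saturating MCL0020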
#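 Test system: U2OS cells stably expressing human melanocortin 4 receptor (MC4R); also added: Melanotan II challenge; compound: 6.5 µM single dose; timing: 30-min compound preincubation, 1-h Melanotan II challenge, 1-h detection, room temperature; signal: Eu-cAMP/anti-cAMP TR-FRET, emission 671 nm; repeats: one well per compound, no replicates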
# MC4R ag barr – agonists of human melanocortin 4 receptor (MC4R) beta-arrestin; activation, % at 8.9 µM; P32245; U2OS MC4R beta-arrestin complementation, luminescence; percent of melanotan II response, DMSO zero; actives 0.98% (n = 360,000); AID 540308;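 active = activation above a per-plate cutoff, the mean activation of sample wells on that plate plus 3 SD, cut at about 8% in these data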
# N-glyco inh – blocks N-linked glycosylation in D54 reporter cells. D54 ERlucT glycosylation luciferase reporter, 24 h; percent of 100 nM tunicamycin response. reporter increase, % at 12.5 µM. actives 0.23% (n = 360,000). AID 588692;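 active = mean luciferase reporter signal, scaled so untreated is 0 and the glycosylation-blocking control 100, at or above a set limit in every replicate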;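 also: luciferase carries N-glycosylation sites so blocking glycosylation raises the light; 0% = median of neutral control wells and 100% = median of 100 nM tunicamycin wells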
# SRC2 inh – inhibits human steroid receptor coactivator 2; HEK293 GAL4-SRC2 luciferase reporter, luminescence; inhibition, % at 9 µM; actives 0.17% (n = 370,000);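 active = inhibition above the mean inhibition of all tested compounds plus 3 SD, set per campaign, cut at about 52% in these data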;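 also: 0% = DMSO treated cells and 100% = cells given Gossypol at 36 µM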
# NOD2 RIPK2 PPI – NOD2-RIPK2 protein interaction inhibition | O43353 | CHO BLA complementation NOD2-RIPK2, CCF4 ratio | inhibition, % at 4.98 µM | actives 0.38% (n = 360,000) | AID 624267; in the data active = inhibition above about 21%;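 also: 0% = vehicle only and 100% = reference blocker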
# ABHD5 PLIN5 PPI – inhibitors of human ABHD5-perilipin-5 interaction | Split G. princeps luciferase complementation, luminescence, 4 h | Q00G26+Q8WTS1 | inhibition, % at 4 µM | actives 0.78% (n = 360,000);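 active = inhibition above the mean inhibition across every tested compound plus 3 SD, cut at about 22% in these data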;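 also: 0% = DMSO only wells and the 100% control is not disclosed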
# Cardio protect – modulators protecting cardiomyocytes from myocardial damage; actives 0.63% (n = 360,000); AID 588492; H9c2 cardiomyocytes, H2O2 injury protection, ATPLite, 2 h; protection from H2O2 cell death, % at 20 µM;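 active = compounds giving at least 50% protection of heart cells from peroxide-induced death in the single-dose screen, raw or plate-pattern-corrected value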;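 also: 0% = DMSO wells with peroxide and 100% = DMSO wells without peroxide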
# ABCB6 inh MLPCN – blocks the human ABCB6 transporter. Q9NP58. K562-ABCB6 porphyrin accumulation, flow cytometry, 1 h; hits give low values. fluorescence ratio to DMSO, % at 10 µM. actives 0.19% (n = 360,000);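 active = fluorescence ratio to DMSO below 75%, the collection mean minus 3 SD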;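 also: signal is porphyrin accumulated inside mitochondria; 100% equals median channel fluorescence of DMSO control wells; lower ratio means ABCB6 inhibition with less porphyrin fluorescence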
# Target sequence (Q9NP58 whole entry, looked up): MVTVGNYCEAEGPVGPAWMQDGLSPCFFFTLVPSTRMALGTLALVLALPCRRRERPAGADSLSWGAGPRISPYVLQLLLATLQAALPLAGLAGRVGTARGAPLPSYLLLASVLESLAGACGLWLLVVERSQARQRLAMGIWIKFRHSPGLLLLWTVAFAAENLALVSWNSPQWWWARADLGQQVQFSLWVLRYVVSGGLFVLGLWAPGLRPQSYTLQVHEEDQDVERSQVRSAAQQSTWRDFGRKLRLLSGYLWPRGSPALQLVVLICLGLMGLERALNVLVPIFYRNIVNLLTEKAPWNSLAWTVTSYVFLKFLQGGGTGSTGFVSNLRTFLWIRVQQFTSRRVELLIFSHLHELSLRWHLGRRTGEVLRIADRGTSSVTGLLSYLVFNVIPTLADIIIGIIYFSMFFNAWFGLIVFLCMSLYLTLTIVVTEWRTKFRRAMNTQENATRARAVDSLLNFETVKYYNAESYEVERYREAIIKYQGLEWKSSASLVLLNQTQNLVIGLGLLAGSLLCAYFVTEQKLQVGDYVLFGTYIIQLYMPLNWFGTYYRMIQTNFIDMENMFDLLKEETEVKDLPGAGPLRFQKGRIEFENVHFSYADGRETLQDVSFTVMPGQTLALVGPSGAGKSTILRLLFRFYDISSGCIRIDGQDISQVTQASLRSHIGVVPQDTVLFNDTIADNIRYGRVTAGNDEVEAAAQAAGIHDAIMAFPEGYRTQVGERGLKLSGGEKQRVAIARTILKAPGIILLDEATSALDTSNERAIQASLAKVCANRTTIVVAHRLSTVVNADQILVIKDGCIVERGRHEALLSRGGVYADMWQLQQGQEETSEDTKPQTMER
# HTR2A ag – agonists of mouse serotonin 5-HT2A receptor (HTR2A); P35363; CHO-K1 mHTR2A beta-arrestin complementation, luminescence; percent of 30 µM serotonin response; activation, % at 7.6 µM; actives 0.66% (n = 360,000); AID 624169;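 active = activation above a run cutoff, the mean activation of all tested compounds plus 3 SD, cut at about 14% in these data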;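 also: 0% = plate median of compound wells and 100% = 30 µM serotonin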
# TLR9-MyD88 block – blocks human TLR9 binding to MyD88. Q9NR96+Q99836. CHO BLA complementation TLR9-MyD88, CCF4 FRET ratio. inhibition, % at 4.98 µM. actives 0.21% (n = 340,000). AID 504734;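 active = inhibition above the mean over all tested compounds plus 3 SD, cut at about 21% in these data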;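 also: 0% = DMSO only wells and 100% = clavulanate BLA inhibitor control wells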
# The depositor's hits bear a star; . = not tested or not shown. A portion of the library. The share of hits here may be higher or lower than overall.
SMILES,MC4R antag cAMP,MC4R ag barr,N-glyco inh,SRC2 inh,NOD2 RIPK2 PPI,ABHD5 PLIN5 PPI,Cardio protect,ABCB6 inh MLPCN,HTR2A ag,TLR9-MyD88 block
CCOC(=O)C1=C(CN2CCC(C)CC2)NC(=O)NC1c1ccc(Cl)cc1 (configuration not stated),11,5.2,-3,-13,-7,-5,-2,100,1,-10
C=C(C)COc1ccc(-c2[nH]ncc2-c2ccc(Br)cc2)c(O)c1,-24,4.3,15,18,9,-22,-3,94,-5,0
O=C(N=Nc1c(O)[nH]c2ccc(F)cc12)c1ccc(NS(=O)(=O)c2cccs2)cc1,13,1.6,1,9,2,-1,-6,96,-1,-8
CCN(CC(=O)Nc1ccc2c(c1)OCCO2)C(=O)c1cc(=O)[nH]c2ccccc12,18,3.2,3,1,-6,10,13,98,-3,0
CCOC(=O)c1cnc2c(-c3ccc(Cl)cc3)c(C)nn2c1N,12,0.5,-1,-16,1,-2,-10,.,2,-1
Cc1ccc(S(=O)(=O)N2C[C@H]3[C@H]4C(=O)N(c5ccccc5)C(=O)[C@H]4CC(=O)[C@H]3[C@@H]2c2ccccc2)cc1,.,.,3,-25,-10,0,0,99,4,.
CCCN(CCC)Cc1cc(=O)oc2cc(OC)ccc12,.,.,-2,0,-18,-1,5,101,2,.
Cc1ccc(NC(=S)N2CCN(S(=O)(=O)c3c(F)cccc3F)CC2)cc1C,8,-3.9,-2,-7,-10,-6,10,93,8,2
CCn1c(SCC(=O)N/N=C/C=C/c2ccccc2[N+](=O)[O-])nnc1-c1ccccc1,11,-1.6,3,-5,1,-1,6,93,1,5
COc1ccc(CCNC(=O)c2oc3ccc(S(=O)(=O)N4CCOCC4)cc3c2C)cc1OC,16,0.8,0,-27,7,2,8,98,0,12
Cc1nc2ncnn2c(C)c1CCC(=O)NC(C)c1ccc2c(c1)OCCO2 (configuration not stated),4,-1.1,2,-46,-4,4,-5,95,1,-1
CC(Nc1ccccc1)c1ccncc1 (configuration not stated),14,-1.8,-1,-17,-7,-1,12,96,-1,-3
CN(C[C@H](Cc1ccccc1)N(C[C@@H](CC1CCCCC1)N(CCc1ccccc1)N=O)N=O)N=O,3,1.9,-7,-9,-18,2,-5,96,-2,10
Cc1c(C(=O)Nc2ccc(Cl)cc2)c2ccccn2c1CCc1ccncc1,18,-2.3,-4,-14,0,2,-13,107,0,-1
CC(C)c1ccc(NC2CCCN(C(=O)c3ccnn3C)C2)cc1 (configuration not stated),6,-1.3,0,0,-5,-2,-1,99,3,4
CCOC(=O)n1c(=O)n(Cc2cccc(C)c2)c2ccccc21,11,-0.7,-1,-5,6,-8,-3,98,-3,15
COCCN1C(=O)C(C(=O)OC)CC2=C1CC(C)(C)CC2=O (configuration not stated),5,-0.4,1,-20,12,-7,-2,94,-3,-13
COC(=O)N1CCC2CC1c1c(Cl)cccc12 (configuration not stated),.,.,0,-8,5,3,5,89,-7,.
CSc1nnc(C2CCCN2)n1C (configuration not stated),-1,-1.6,1,-23,-4,2,-5,88,0,5
COc1ccc(-c2nnc(SCC(=O)Nc3cc(F)ccc3C)o2)cc1,0,-0.8,-4,-9,-1,-2,8,103,-2,-16

# The closing 5 records of the part before open the next one.
SMILES,MC4R antag cAMP,MC4R ag barr,N-glyco inh,SRC2 inh,NOD2 RIPK2 PPI,ABHD5 PLIN5 PPI,Cardio protect,ABCB6 inh MLPCN,HTR2A ag,TLR9-MyD88 block
CCOC(=O)n1c(=O)n(Cc2cccc(C)c2)c2ccccc21,11,-0.7,-1,-5,6,-8,-3,98,-3,15
COCCN1C(=O)C(C(=O)OC)CC2=C1CC(C)(C)CC2=O (configuration not stated),5,-0.4,1,-20,12,-7,-2,94,-3,-13
COC(=O)N1CCC2CC1c1c(Cl)cccc12 (configuration not stated),.,.,0,-8,5,3,5,89,-7,.
CSc1nnc(C2CCCN2)n1C (configuration not stated),-1,-1.6,1,-23,-4,2,-5,88,0,5
COc1ccc(-c2nnc(SCC(=O)Nc3cc(F)ccc3C)o2)cc1,0,-0.8,-4,-9,-1,-2,8,103,-2,-16
CC(C)C(NS(=O)(=O)c1cccs1)C(=O)NCc1ccccc1Cl (configuration not stated),3,-1.5,1,20,-6,1,-1,102,6,1
CN(Cc1ccon1)Cc1cn(C)nc1-c1ccc(Oc2ccccc2)cc1,6,-0.9,-1,-22,-1,3,-1,96,-1,-4
CC(=O)Nc1ccc(CN2CCN(CCc3ccccc3)C(CCO)C2)cc1 (configuration not stated),9,1.2,4,21,-10,-3,6,91,-1,8
Cn1c(=O)n(C)c2cc(S(=O)(=O)Nc3ccccc3C(=O)O)ccc21,-44,-3.0,1,-25,9,1,-4,101,7,-2
Cc1ccc(-c2cc(C(=O)N/N=C/c3ccoc3)c3ccccc3n2)cc1,13,1.7,1,-31,1,6,-7,98,-18,1
O=C(NCC1COc2ccccc2O1)c1c[nH]c2ccc(S(=O)(=O)N3CCOCC3)cc2c1=O (configuration not stated),13,-3.0,0,-28,-11,3,15,100,1,4
Cc1cccc2c1NC(C)CC2C (configuration not stated),-1,-1.1,1,-8,-1,6,7,98,3,2
CCOC(=O)Cn1c(=O)n(Cc2ccco2)c(=O)c2ccc(C(=O)NC3CCCC3)cc21,9,1.5,-3,9,2,-3,6,98,-2,-4
Cc1ccc(N2CCN(C3=NC(=O)C(Cc4ccccc4)S3)CC2)cc1 (configuration not stated),13,-0.7,-2,23,4,-1,-11,92,1,-5
Cc1cc(C)n2nc(SCc3nnc(SCCCCl)o3)nc2n1,2,-2.4,2,0,-7,-4,2,100,0,0
CC(=O)Nc1ccc(S(=O)(=O)NCCC(=O)NCc2ccco2)cc1,4,-0.5,2,-1,-2,5,-2,92,9,-4
CCOC(=O)C1=C(CS(=O)(=O)c2ccc(F)cc2)NC(=O)NC1c1ccc(O)c(O)c1 (configuration not stated),2,0.1,-3,7,-3,6,3,97,-6,-11
CCCCCCC1(C)NC(=O)N(C(C)C(=O)Nc2ccc(N3CCOCC3)cc2)C1=O (configuration not stated),4,-2.3,1,-19,9,0,2,96,0,1
O=C(CN(Cc1ccccc1)S(=O)(=O)c1ccc(Br)cc1)NCc1ccco1,17,-1.1,-1,-15,4,-4,6,99,-2,-10
O=C(OCC(=O)N1CCN(C(=O)c2ccco2)CC1)c1cc(-c2cccc(Br)c2)nc2ccccc12,13,-2.4,0,6,3,3,46,98,-2,-7
NS(=O)(=O)c1ccc(CCNC(=O)CNC(=O)C2CCCCC2)cc1,13,-1.9,0,-5,1,6,0,95,1,-9
Cc1ccc(CNC(=O)CN(c2ccc(C)cc2)S(=O)(=O)c2c(C)n[nH]c2C)cc1,0,-0.8,-2,13,-5,-5,-3,101,2,4
CN(C)c1cccc(C(=O)Nc2nnc(Cc3ccccc3)s2)c1,4,0.6,-1,-29,0,-4,-5,99,1,-3
CCn1c(C(=O)O)c(CC(=O)Nc2ccccc2F)c2ccccc21,15,-0.4,1,12,-3,-1,12,100,1,-12
CC(=O)c1ccc(NC(=O)C(C)n2c3ccccc3c3nc(=O)cc(C)n32)cc1 (configuration not stated),4,-1.8,4,0,-5,-2,6,114,4,1

# By substructure, those above containing a COOH group (2)
SMILES,MC4R antag cAMP,MC4R ag barr,N-glyco inh,SRC2 inh,NOD2 RIPK2 PPI,ABHD5 PLIN5 PPI,Cardio protect,ABCB6 inh MLPCN,HTR2A ag,TLR9-MyD88 block
Cn1c(=O)n(C)c2cc(S(=O)(=O)Nc3ccccc3C(=O)O)ccc21,-44,-3.0,1,-25,9,1,-4,101,7,-2
CCn1c(C(=O)O)c(CC(=O)Nc2ccccc2F)c2ccccc21,15,-0.4,1,12,-3,-1,12,100,1,-12

# Compound profiles, from the list above. Order of screens: MC4R antag cAMP	MC4R ag barr	N-glyco inh	SRC2 inh	NOD2 RIPK2 PPI	ABHD5 PLIN5 PPI	Cardio protect	ABCB6 inh MLPCN	HTR2A ag	TLR9-MyD88 block
# CN(Cc1ccon1)Cc1cn(C)nc1-c1ccc(Oc2ccccc2)cc1 is entered as 6	-0.9	-1	-22	-1	3	-1	96	-1	-4
# O=C(OCC(=O)N1CCN(C(=O)c2ccco2)CC1)c1cc(-c2cccc(Br)c2)nc2ccccc12 is entered as 13	-2.4	0	6	3	3	46	98	-2	-7

# The list continues:
SMILES,MC4R antag cAMP,MC4R ag barr,N-glyco inh,SRC2 inh,NOD2 RIPK2 PPI,ABHD5 PLIN5 PPI,Cardio protect,ABCB6 inh MLPCN,HTR2A ag,TLR9-MyD88 block
COc1ccc(CCNC(=O)CN(c2ccc(OC)c(OC)c2)S(C)(=O)=O)cc1,4,-1.5,0,-6,-3,-5,1,103,-1,0
O=C(O)c1ccc(Cl)c(NCc2cccs2)c1,15,-1.4,-3,-24,7,-2,-5,96,-4,-8
COc1cc2cc(C(=O)N3CCC(Cc4ccccc4)CC3)[nH]c2cc1OC,-5,-1.1,-3,3,9,-1,-1,95,-1,4
Cc1ccccc1NC(=O)Nc1nc(C(N)c2ccccc2)cs1 (configuration not stated),3,0.1,2,-7,1,-2,2,109,-11,.
Cn1c(=O)c2cc(S(=O)(=O)NC(C(=O)NCc3ccccn3)c3ccccc3)ccc2n(C)c1=O (configuration not stated),-8,-0.5,-3,-10,-7,0,31,100,-4,0
CC(=O)N1CCOCC1c1cc(C(=O)Nc2ccccc2)no1 (configuration not stated),6,0.6,2,-38,-5,-1,2,101,0,.
O=C(CNc1cccc(C(F)(F)F)c1)N/N=C/c1cn(-c2ccccc2)nc1-c1ccccc1,-3,1.8,0,-33,-4,-5,-2,99,0,-7
CCC(=O)OCc1c(C(F)(F)F)nn(C)c1Sc1ccc(Cl)cc1,3,-0.8,-3,3,-8,4,-7,99,-1,3
CCC(C)(C)NC(=O)C(c1cccc(OC)c1)N(C(=O)CNC(=O)c1cccs1)c1cccnc1 (configuration not stated),18,-1.2,0,13,-3,10,0,99,10,-10
C=Cc1ccc(N=Cc2c(O)ccc3ccccc23)cc1,-8,-0.5,1,-4,-7,-5,46,103,2,-1
NC(=O)c1ccsc1NC(=O)COC(=O)CNC(=O)c1cccc([N+](=O)[O-])c1,19,0.4,3,7,0,4,-8,101,6,9
C=CC[C@@H](CC(=O)N[C@@H](CO)Cc1ccccc1)C(=O)NC[C@@H](OC(=O)[C@@H](CC=C)Cc1ccc(F)cc1)c1ccccc1,-5,1.2,-4,-12,-11,2,3,99,0,-4

# Bioassay records from PubChem.
